ABCB6 inh 2: human ABCB6 transporter inhibition | Q9NP58 | K562-ABCB6 porphyrin accumulation, flow cytometry, 1 h; active compounds read low | fluorescence ratio to DMSO, % at 10 µM | hit rate 0.19% among 360,000;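 active = fluorescence ratio to DMSO below 75%, the collection mean minus 3 SD; inconclusive = too few cells collected in the well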;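 also: signal is porphyrin accumulated inside mitochondria; 100% equals median channel fluorescence of DMSO control wells; lower ratio means ABCB6 inhibition with less porphyrin fluorescence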
MC4R antag cAMP: blocks human MC4R cAMP signaling; P32245; MC4R-expressing cells, MTII-stimulated cAMP, LANCE TR-FRET; inhibition, % at 6.5 µM; hit rate 0.48% among 360,000; AID 540295;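 active = inhibition above its plate's cutoff, the mean of tested wells on that plate plus 3 SD, cut at about 29% in these data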;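 also: 0% = Melanotan II alone and 100% = Melanotan II plus saturating MCL0020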
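System – human MC4R-expressing U2OS cells · Also added – Melanotan II · Dosing – one concentration, 6.5 µM nominal · Timing – 30-min compound, 1-h challenge, 1-h detection, room temperature · Measured by – Eu-cAMP/anti-cAMP TR-FRET, emission 671 nm · Replicates – singlicate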
HTR2A ag: activates the mouse 5-HT2A serotonin receptor; AID 624169; activation, % at 7.6 µM; hit rate 0.66% among 360,000; CHO-K1 mHTR2A beta-arrestin complementation, luminescence; percent of 30 µM serotonin response;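 active = activation above a run cutoff, the mean activation of all tested compounds plus 3 SD, cut at about 14% in these data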;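 also: 0% = plate median of compound wells and 100% = 30 µM serotonin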
Target sequence (P35363 whole entry, looked up): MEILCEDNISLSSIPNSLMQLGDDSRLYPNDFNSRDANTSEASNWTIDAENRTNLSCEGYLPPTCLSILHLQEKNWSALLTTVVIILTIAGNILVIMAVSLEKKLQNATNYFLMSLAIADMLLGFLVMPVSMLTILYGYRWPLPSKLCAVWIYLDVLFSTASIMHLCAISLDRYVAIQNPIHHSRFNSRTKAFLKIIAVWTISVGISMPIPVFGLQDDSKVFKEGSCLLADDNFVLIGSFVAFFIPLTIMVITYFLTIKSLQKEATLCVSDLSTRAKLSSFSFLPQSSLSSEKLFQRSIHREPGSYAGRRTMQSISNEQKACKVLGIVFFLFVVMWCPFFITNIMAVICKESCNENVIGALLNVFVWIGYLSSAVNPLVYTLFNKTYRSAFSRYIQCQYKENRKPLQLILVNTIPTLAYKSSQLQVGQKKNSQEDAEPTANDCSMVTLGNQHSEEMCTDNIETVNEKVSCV
MC4R ag barr: human MC4R agonism via beta-arrestin; AID 540308; activation, % at 8.9 µM; hit rate 0.98% among 360,000; U2OS MC4R beta-arrestin complementation, luminescence; percent of melanotan II response, DMSO zero;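 active = activation above a per-plate cutoff, the mean activation of sample wells on that plate plus 3 SD, cut at about 8% in these data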
CaV13 ICDI inh: Disruptors of the CACNA1D IQ motif to Ca2+-dependent inactivation inhibitor domain association, primary screening, Förster resonance energy transfer in intact living …. inhibition, % at 12.3 µM. AID 743397. HEK cells, CFP/YFP FRET ICDI-IQ, plate reader, 10 min; percent FRET-ratio fall versus neutral wells. hit rate 0.098% among 340,000;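 active = mean replicate inhibition of at least 30% and at least 1% of replicates passing that level; inconclusive = only one of the two criteria is met; inactive = neither criterion is met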;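 also: 0% = median of the neutral control wells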
ABHD5-PLIN5 inh: ABHD5-PLIN5 protein interaction inhibition; Q00G26+Q8WTS1; hit rate 0.78% among 360,000; Split G. princeps luciferase complementation, luminescence, 4 h; AID 602281; inhibition, % at 4 µM;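 active = inhibition above the mean inhibition across every tested compound plus 3 SD, cut at about 22% in these data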;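 also: 0% = DMSO only wells and the 100% control is not disclosed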
PDI inh: blocks human protein disulfide isomerase activity; P07237; PDI insulin aggregation turbidity, A650, 90 min; inhibition, % at 10 µM; hit rate 0.052% among 350,000;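 active = mean inhibition across replicates of 30% or more, whatever share of single replicates reach that level; inconclusive = mean inhibition below 30% while every single replicate reaches 30%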;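 also: absorbance from insulin aggregation driven by PDI reduction with DTT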
Target sequence (P07237 whole entry, looked up): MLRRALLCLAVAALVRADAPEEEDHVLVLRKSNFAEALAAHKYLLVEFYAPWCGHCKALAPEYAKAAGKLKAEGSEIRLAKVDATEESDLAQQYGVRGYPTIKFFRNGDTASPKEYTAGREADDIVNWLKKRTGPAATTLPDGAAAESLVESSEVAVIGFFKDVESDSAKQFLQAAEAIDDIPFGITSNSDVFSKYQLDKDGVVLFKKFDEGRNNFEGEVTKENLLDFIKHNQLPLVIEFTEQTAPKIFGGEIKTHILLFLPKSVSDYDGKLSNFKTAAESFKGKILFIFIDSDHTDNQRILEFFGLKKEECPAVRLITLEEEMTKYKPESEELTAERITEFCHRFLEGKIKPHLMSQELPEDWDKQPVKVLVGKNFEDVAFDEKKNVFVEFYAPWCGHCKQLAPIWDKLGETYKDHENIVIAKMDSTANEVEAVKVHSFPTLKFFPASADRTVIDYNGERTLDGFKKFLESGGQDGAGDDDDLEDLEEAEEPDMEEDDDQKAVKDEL
Exocytosis inh: blocks lytic granule exocytosis; TALL-104 LAMP-1 surface exposure, flow cytometry; cells stimulated with thapsigargin and PMA; inhibition, % at 10 µM; AID 651702; hit rate 0.66% among 360,000;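 active = inhibition above about 55%, limit read from the data; inconclusive = no clear call, values can overlap the other calls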
H9c2 protect: myocardial damage modulation in H9c2 cells. H9c2 cardiomyocytes, H2O2 injury protection, ATPLite, 2 h. protection from H2O2 cell death, % at 20 µM. hit rate 0.63% among 360,000;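 active = compounds giving at least 50% protection of heart cells from peroxide-induced death in the single-dose screen, raw or plate-pattern-corrected value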;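 also: 0% = DMSO wells with peroxide and 100% = DMSO wells without peroxide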
Glyco luc inh: N-linked glycosylation inhibition; AID 588692; reporter increase, % at 12.5 µM; hit rate 0.23% among 360,000; D54 ERlucT glycosylation luciferase reporter, 24 h; percent of 100 nM tunicamycin response;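 active = mean luciferase reporter signal, scaled so untreated is 0 and the glycosylation-blocking control 100, at or above a set limit in every replicate; inconclusive = mean reaches the limit but not every replicate does; inactive = mean below the limit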;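 also: luciferase carries N-glycosylation sites so blocking glycosylation raises the light; 0% = median of neutral control wells and 100% = median of 100 nM tunicamycin wells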
* = called active by the depositor; ? = inconclusive; nt = no result given.

SMILES | ABCB6 inh 2 | MC4R antag cAMP | HTR2A ag | MC4R ag barr | CaV13 ICDI inh | ABHD5-PLIN5 inh | PDI inh | Exocytosis inh | H9c2 protect | Glyco luc inh
O=C(NCCc1cccnc1)C1CCC(=O)N(Cc2cccc(C(F)(F)F)c2)C1 (centres undefined) | 98 | 13 | -3 | 0.8 | -6 | 2 | 1 | -4 | 0 | 2
CC1CCCC(C)N1C(=O)COC(=O)c1cccnc1Cl (centres undefined) | 94 | 3 | 1 | -0.9 | -6 | -9 | -2 | 2 | -6 | 2
N#Cc1nc(COc2ccc(F)cc2)oc1N1CCCC1 | 96 | -4 | 2 | 2.4 | -4 | 0 | -1 | -1 | 13 | -5
COc1ccccc1CNC(=O)c1ccc(CS(=O)Cc2cccc(Cl)c2)o1 (centres undefined) | 105 | 2 | 3 | -2.0 | -3 | 5 | -7 | 1 | -1 | -2
CCN(CC)S(=O)(=O)c1ccc2c(c1)nc(SC(C)C(N)=O)n2-c1ccc(OC)cc1 (centres undefined) | 101 | -4 | -8 | -0.8 | 1 | 5 | 13 | -5 | 3 | -1
O=C(CN1CCCN(S(=O)(=O)c2ccc(F)cc2)CC1)Nc1ccccc1Br | 102 | 0 | 6 | 1.0 | -5 | 0 | 6 | 0 | -2 | -1
Cn1c(-c2ccc(F)c(F)c2)cc2onc(-c3ccccc3)c2c1=O | 94 | 7 | 4 | -0.7 | -6 | -10 | 2 | 0 | -16 | -9
Cc1cccc(C(=O)Oc2ccc(/C=N/NC(=O)c3cc(O)cc(O)c3)cc2)c1 | 109 | -6 | -6 | 0.7 | -6 | -11 | -3 | -7 | 32 | 2
CN(C)C(C)(C)C#CCCCCC#CC(C)(C)N(C)C | 99 | -2 | 4 | 0.5 | nt | 2 | -3 | -4 | 3 | 0
CCOC(=O)c1cc(-c2ccccc2C)nn1Cc1cc(C)no1 | 99 | 9 | -9 | 0.7 | -5 | 1 | -7 | 1 | -11 | -4
CCOC(=O)c1ccc(NCCOC)c([N+](=O)[O-])c1 | 96 | 2 | 1 | -1.1 | 8 | 3 | -1 | -3 | -1 | -1
CNC(=S)N/N=C(\C)c1ccccc1 | 101 | 11 | -1 | -0.9 | -5 | -3 | -1 | 2 | 6 | 2
Cc1occc1C(=O)NNC(=S)NCC(C)C | 103 | 8 | 8 | -0.8 | -7 | 0 | -8 | -2 | -4 | -1
Cc1ccccc1-c1nc(-c2cccnc2)no1 | 98 | -1 | -2 | -1.9 | -3 | 2 | 15 | -2 | -9 | -1
CCc1ccccc1NC(=S)N(CCc1ccncc1)C(C)C | 99 | 14 | -2 | -1.1 | 7 | 1 | -2 | -4 | 4 | 2
CCCC[C@@H]1C[C@H]1[C@@H](NC(=O)c1ccccc1)c1ccccc1C(F)(F)F | 93 | 3 | 0 | 4.3 | -8 | 0 | 9 | 0 | -1 | -5
O=C(C[n+]1cccc(NC(=O)c2ccccc2)c1)c1ccccc1 | 95 | 1 | -2 | -2.5 | nt | 7 | 4 | -2 | -14 | -1
COc1ccc(S(=O)(=O)Nc2cc3c4c(c2)CCC(=O)N4CCC3)cc1 | 97 | -1 | -1 | -2.2 | -6 | 2 | -1 | 1 | -10 | 5
CN(C)c1nc(-c2cccnc2)nc(-c2ccc(Cl)cc2)c1C#N | 94 | 23 | -2 | -1.4 | -3 | -7 | 9 | -6 | 2 | -7
CCOc1ccc(S(=O)(=O)Nc2ccc(C(=O)N(C)CC(=O)Nc3ccc(OC)cc3)cc2)cc1 | 98 | -1 | 4 | -3.2 | -7 | -8 | 10 | 6 | -4 | 0
CN(CC(=O)N1CCN(Cc2ccccc2)CC1)C(=O)Cc1ccc(Cl)c(Cl)c1 | 97 | 11 | 10 | 0.1 | -4 | -2 | -3 | -2 | 1 | -1
Nc1nc(N2CCN(c3ccc(F)cc3)CC2)n[nH]1 | 104 | 16 | 0 | -3.2 | -5 | -5 | 3 | -3 | 0 | 0
CCOC(=O)c1cc(CC)sc1NC(=O)c1cc([N+](=O)[O-])ccc1N1CCOCC1 | 96 | -4 | -2 | -1.6 | -6 | -7 | -2 | 7 | -14 | -2
Cc1c(CN2CCC(n3nccc3NC(=O)c3cccc(F)c3)CC2)cnn1C | 102 | 11 | -2 | -1.5 | -7 | 5 | 3 | -2 | 2 | -1
CCCN(CCC)CCNS(=O)(=O)c1ccc2c(c1)oc(=O)n2C | 103 | 3 | 2 | 1.9 | -8 | -4 | -2 | 0 | 5 | 0
O=C(NCc1ccc(F)cc1)c1cnc2sccn2c1=O | 100 | 3 | 2 | -2.1 | -6 | -11 | -2 | 6 | 4 | 2
Cc1cc(C)c(S(N)(=O)=O)c(C)c1N(C)S(=O)(=O)c1ccccc1 | 102 | 10 | 0 | 1.0 | -3 | 1 | 12 | 3 | 9 | -1
COc1ccc(C(=O)Nc2sc(C)c(C)c2CN2CC(C)OC(C)C2)cc1 (centres undefined) | 100 | 9 | -1 | -2.5 | -5 | 1 | 1 | 5 | -6 | ?
COc1ccc(-c2nnc(SCC(=O)N(C)C3CCS(=O)(=O)C3)n2C(C)C)cc1 (centres undefined) | 97 | -1 | 4 | -0.1 | -5 | -3 | -2 | 1 | 2 | 2
Fc1cnc(N2CCc3ccccc32)nc1N1CCc2ccccc21 | 87 | -5 | 4 | -2.1 | -5 | 6 | 9 | 3 | 6 | 0
Cc1cc2c(cc1C)-c1nnnn1C(N1CCCC1)C(=O)N2 (centres undefined) | nt | nt | 2 | nt | -17 | -5 | nt | 0 | nt | nt
CC(=O)N1CCc2cc(S(=O)(=O)NCc3ccc(C)cc3)ccc21 | 105 | 0 | 1 | 0.7 | -3 | -9 | -1 | 2 | -11 | 4
Cc1cc(=O)n2nc(N3CCC(C(=O)N4CCN(C)CC4)CC3)sc2n1 | 100 | 1 | 3 | -0.2 | -5 | 5 | 19 | -1 | -8 | 0
CC(=O)C1C(c2ccc(F)cc2)NC(=O)NC1(O)C(F)(F)F (centres undefined) | 104 | 19 | 1 | -0.3 | nt | -3 | 0 | 0 | 1 | 1
O=C(Nc1ccccc1)Nc1nc(-c2ccc(F)c(F)c2)cs1 | 91 | 5 | 0 | 4.5 | nt | -2 | -3 | -6 | -7 | -2
CCn1nc(C)c(NC(=O)/C=C/c2cnn(C)c2)c1C | 102 | 14 | 1 | 0.4 | -4 | -2 | 1 | 1 | -1 | 1
CCNc1nc(Oc2ccc(=O)[nH]n2)nc(SC)n1 | 103 | -3 | -2 | -2.5 | -5 | -3 | -5 | -3 | -4 | 0
Nc1nonc1C(=O)NCCNC(=O)c1cccc(Cl)c1 | 100 | -4 | 2 | 2.2 | -3 | 3 | 11 | -6 | 0 | 3
COCCCNC(=S)N/N=C/c1ccc(OC)cc1 | 100 | 5 | 4 | -1.8 | -12 | -9 | 0 | 12 | -9 | -2
COc1ccc(N2C[C@H](C)[C@@H](CC(=O)Nc3ccccc3)C2=O)cc1 | 97 | 6 | 2 | -1.0 | -3 | -4 | -23 | -4 | -9 | 2
CC(C)c1nnc(NC(=O)CCC(=O)NCc2ccccc2Cl)s1 | 100 | 9 | 1 | -4.0 | -5 | 0 | 2 | -2 | 5 | 5
CCOC(=O)c1cc2ccc3ccccc3c2s1 | 92 | 9 | 3 | -0.9 | -2 | 0 | -6 | 1 | -35 | -3
O=C(Nc1ccc(C(=O)N2CCCC2)cc1)c1ccccc1[N+](=O)[O-] | 89 | 3 | 4 | 5.3 | 3 | 13 | 0 | 6 | 0 | 0
COc1cccc(-n2nnc3c(=O)n(C/C=C/c4ccccc4)cnc32)c1 | 100 | -3 | -8 | 1.0 | -6 | -5 | nt | -12 | -6 | 0
Cc1cc(C(=O)OCC(=O)Nc2ccc(F)cc2)c(C)o1 | 98 | -3 | 0 | -0.6 | -4 | 4 | 1 | 0 | 7 | -1
Cn1c(N)c(C(=O)CSc2nnc(-c3c[nH]c4ccccc34)n2C2CC2)c(=O)[nH]c1=O | 100 | 6 | 2 | 0.4 | -6 | -4 | 6 | -2 | 2 | 2
CCOc1ccc(NC(=O)CCNS(=O)(=O)c2ccc3c(c2)oc(=O)n3C)cc1 | 101 | 1 | -7 | -0.4 | -3 | -4 | 2 | 2 | 2 | 1
CCCCN1C(=O)C(CC(=O)NCCCN(C)C)CC(C(=O)N(C)C)=C1C (centres undefined) | 94 | -8 | 0 | -0.3 | -6 | 1 | 16 | -1 | -2 | 3
CC1(C)C2([N+](=O)[O-])CN(CCO)CC1([N+](=O)[O-])CN(CCO)C2 | 108 | -1 | 0 | 3.7 | -5 | -4 | 3 | 6 | -1 | 1
Cc1ccc(OCCNC(=O)CNC(=O)c2ccc3c(c2)OCO3)cc1 | 98 | 17 | 4 | -4.3 | -6 | 0 | -4 | -3 | 0 | 1
COc1ccc2c(c1)C(CC(=O)NN)CCC2 (centres undefined) | 101 | -14 | -5 | 0.1 | -6 | -12 | 2 | -3 | 9 | -2
Cc1c(Cl)cccc1NC(=O)Nc1cnccn1 | 101 | 0 | -11 | -2.4 | -7 | 1 | -10 | 0 | -2 | 3
CCn1c(SCC(=O)Nc2cc(C)on2)nc2c(c1=O)SC(C)C2 (centres undefined) | 96 | 9 | 2 | 1.0 | nt | 1 | -3 | 0 | 1 | 1
O=C1N/C(=N/NC(=O)c2cccc3ccccc23)S/C1=C\c1ccccc1OCc1ccccc1 | 98 | 1 | 1 | -1.0 | -8 | 1 | -7 | -4 | 45 | -1
COc1nc(N2CCOCC2)nc(-n2cccc2)n1 | 95 | -6 | 10 | -1.9 | -9 | 2 | 10 | -5 | 8 | 2
Clc1cccc(NC2=NCCC2)c1 | 101 | -1 | 2 | -1.2 | nt | 2 | 3 | -6 | 7 | 1
O=C(NCc1ccc(Cl)cc1)C1CCN(C(=O)c2ccc(Cl)cc2)CC1 | 89 | 2 | 4 | 0.7 | nt | -3 | -1 | -1 | -5 | -1
CN1CCN(c2cccc3c2S(=O)(=O)N[C@H](Cc2ccccc2)CO3)CC1 | 93 | nt | -5 | nt | -6 | -9 | nt | 4 | nt | nt
CCOC(=O)C1CCCc2c1[nH]c1c(C(N)=O)cccc21 (centres undefined) | 95 | -8 | 5 | 2.1 | -2 | 0 | 3 | 0 | -6 | 0
Cc1nc(SCC(=O)Nc2ccc(CN3CCCC3)cc2)c2c(C)c(C)sc2n1 | 98 | 1 | -14 | -1.9 | -2 | 0 | -11 | -6 | -17 | 0

Full records, looked up by structure. Values in the order: ABCB6 inh 2, MC4R antag cAMP, HTR2A ag, MC4R ag barr, CaV13 ICDI inh, ABHD5-PLIN5 inh, PDI inh, Exocytosis inh, H9c2 protect, Glyco luc inh
`Cc1ccc(OCCNC(=O)CNC(=O)c2ccc3c(c2)OCO3)cc1` as listed: 98, 17, 4, -4.3, -6, 0, -4, -3, 0, 1
`COc1nc(N2CCOCC2)nc(-n2cccc2)n1` as listed: 95, -6, 10, -1.9, -9, 2, 10, -5, 8, 2
